GRP78 ERSR act: ER stress response induction in glioma; Potency, µM, without a hit: at the top dose activation, actives largely listed as activators; AID 602332; U87-MG GRP78 promoter luciferase reporter, 16 h; actives 0.02% (n = 420,000); note: potency is the fitted concentration of half-maximal effect; series mostly up to about 76 µM; % of control where 0% means no effect; nearly all actives have a fitted effect of over 35% in size
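Stably transfected U87-MG glioma cells carrying a GRP78-based luciferase sensor; 16 h compound incubation. Luminescence end-point read 10 min after Bright-Glo addition at room temperature.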
Vif-APOBEC3F blk: inhibitors of Vif-A3F interaction | HeLa A3F-eYFP + Vif (tagged APOBEC3F with the HIV-1 protein that degrades it), YFP fluorescence increase | Potency, µM (titrated, usually from 46.1 µM), without a hit: at the top dose activity, negative = active | actives 0.2% (n = 390,000); note: potency is the fitted concentration of half-maximal effect; % of control where 0% means no effect; nearly all actives have a fitted effect of over 65% in size
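Fluorescence increase (Ex 488/Em 500-530) after overnight compound treatment at 37 deg C flags inhibition of Vif-driven A3F-eYFP loss in stable HeLa A3F-eYFP/Vif cells seeded overnight beforehand.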
12-LOX inh: ALOX12 (human) lipoxygenase inhibition; purified 12hLO, xylenol orange hydroperoxide absorbance; Potency, µM (series often up to 108 µM), without a hit: at the highest dose activity change, negative = inhibition, hits mostly inhibitors; actives 1.1% (n = 580,000); AID 1671190; note: potency is the fitted concentration of half-maximal effect; % is set by controls: 0 for no effect and ±100 for the full control effect
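Purified human 12hLO at 150 nM in 25 mM Hepes, 0.01% Triton X-100, pH 7.0, preincubated 15 min at room temperature with compound. Reaction started with 40 uM arachidonic acid, 30 min at room temperature. Hydroperoxide measured by Fe-xylenol orange, 573/405 nm absorbance ratio.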
D2 antagonist: antagonists of human D2 dopamine receptor; P14416; HEK293 TREx D2 cells, calcium flux, dopamine EC80; actives 2% (n = 340,000); inhibition, % at 10 µM; in the data active = inhibition above about 30%; note: 0% is about no effect
Target sequence (P14416 whole entry, looked up): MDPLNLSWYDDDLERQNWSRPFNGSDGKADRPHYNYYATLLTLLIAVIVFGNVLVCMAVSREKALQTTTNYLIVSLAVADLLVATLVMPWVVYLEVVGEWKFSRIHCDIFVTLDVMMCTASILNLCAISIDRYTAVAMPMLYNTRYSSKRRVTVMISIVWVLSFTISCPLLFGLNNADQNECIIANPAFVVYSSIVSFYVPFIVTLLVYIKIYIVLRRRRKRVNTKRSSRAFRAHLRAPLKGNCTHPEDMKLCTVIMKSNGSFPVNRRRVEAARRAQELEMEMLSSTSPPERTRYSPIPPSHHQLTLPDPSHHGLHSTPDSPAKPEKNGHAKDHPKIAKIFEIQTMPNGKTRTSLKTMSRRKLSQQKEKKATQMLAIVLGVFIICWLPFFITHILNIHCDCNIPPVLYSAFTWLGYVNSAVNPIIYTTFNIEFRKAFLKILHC
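Compounds are added to dye-loaded, induced HEK293 T-REx cells coupled to calcium release via D2; after a 3 min kinetic read an EC80 dopamine stimulus is given and fluorescence is recorded for 3 more min.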
Vif-APOBEC3G blk: blocks the Vif interaction with human APOBEC3G | Q9HC16 | HeLa A3G-eYFP + Vif (tagged APOBEC3G with the HIV-1 protein that degrades it), YFP fluorescence, overnight | Potency, µM (doses to about 46.1 µM), for inactives: at the highest dose activity, negative = active, hits mostly inhibitors | actives 0.076% (n = 410,000);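 note: potency is the fitted concentration of half-maximal effect; % is set by controls: 0 for no effect and ±100 for the full control effect; nearly all actives have a fitted effect of over 60% in size; hits raise eYFP signal because A3G escapes Vif-driven loss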
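HeLa cells stably expressing Vif and C-terminally eYFP-tagged A3G, seeded overnight at 37 deg C, then exposed to compound by pintool overnight at 37 deg C. Rise in yellow fluorescence (Ex 488/Em 500-530, Acumen) marks blocked Vif-driven A3G degradation.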
ERG-DNA inh: inhibitors of human ERG Ets domain-DNA interaction. fluorescence polarization, His-ERG Ets domain / labelled DNA. AID 624246. Potency, µM (doses to about 76.9 µM), for the others: at the highest dose FP activity, negative = inhibition, hits mostly inhibitors. actives 0.028% (n = 370,000); active = well fitted inhibition curve with a large enough effect in the polarisation, with a control signal flat; inconclusive = small, poorly fitted or top-dose-only effect, or effect the other way, or a change in a side signal; inactive = no such curve, though single readings can be large or run the other way; the % refers to the polarisation;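 note: polarization taken with two DNA probes labelled with fluorescein and Texas red; potency is the fitted concentration of half-maximal effect; % of control where 0% means no effect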
Target sequence (P11308 whole entry, looked up, the tested form may be a part): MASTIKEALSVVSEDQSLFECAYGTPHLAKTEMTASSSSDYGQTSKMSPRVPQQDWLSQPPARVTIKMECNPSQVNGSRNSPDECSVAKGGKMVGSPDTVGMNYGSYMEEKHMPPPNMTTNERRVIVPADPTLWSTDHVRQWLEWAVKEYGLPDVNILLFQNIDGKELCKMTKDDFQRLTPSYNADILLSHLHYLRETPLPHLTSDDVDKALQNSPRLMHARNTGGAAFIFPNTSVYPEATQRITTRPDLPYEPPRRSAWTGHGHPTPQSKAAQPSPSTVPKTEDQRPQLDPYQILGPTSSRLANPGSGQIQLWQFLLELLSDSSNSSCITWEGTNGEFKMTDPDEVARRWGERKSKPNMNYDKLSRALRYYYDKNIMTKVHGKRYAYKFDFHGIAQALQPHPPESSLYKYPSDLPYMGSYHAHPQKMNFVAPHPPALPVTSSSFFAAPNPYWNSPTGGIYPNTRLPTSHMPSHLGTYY
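His-tagged ERG Ets domain (1 uM in the protein solution; 300mM KCl, 50mM Tris-HCl, 1mM EDTA, 1mM DTT, pH 7.5) received compound, then a probe mix of 5 nM fluorescein-DNA and 100nM Texas-615-DNA. Fluorescence polarization was read for both dyes.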
D2 ag: activates the human D2 dopamine receptor; P14416; HEK293 T-REx D2 cells, calcium flux agonist mode; activation, % at 2 µM; actives 0.53% (n = 340,000); AID 485358;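 active = activation over 3 SD above normal in the single-dose calcium agonist read, cut at about 30% in these data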; note: 0% is about no effect
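Agonism scored from kinetic calcium signal (1 read/sec, 180 s) following compound pin transfer, after a 10 s baseline. Cells: HEK293 Trex line expressing inducible D2 receptor coupled to calcium, dye-loaded after overnight culture at 30 C.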
LDHA inh: LDHA (human) enzyme inhibition; purified LDHA, NADH/diaphorase-resazurin fluorescence; hits give low values; P00338; actives 0.15% (n = 480,000); activity change, % (values are at about 110 or 230 µM); in the data active = activity change below about -30%; inconclusive = mostly about -25% to -30%;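 note: plate controls were DMSO wells for no effect and wells without enzyme for full effect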
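Enzyme activity of human lactate dehydrogenase 5 (2 nM; 0.06 mM NADH, 0.2 mM pyruvate, 5 min, RT) is measured via a resazurin/diaphorase fluorescence readout of residual NADH.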
RGS4 inh: inhibitors of human regulator of G protein signaling 4. actives 0.039% (n = 390,000). AID 504845. Potency, µM (top dose mostly 114 µM), for the others: at the top dose activity change, negative = inhibition, hits mostly inhibitors. Transcreener GDP fluorescence polarization, RGS4-accelerated GTP hydrolysis; note: potency is the fitted concentration of half-maximal effect; % is set by controls: 0 for no effect and ±100 for the full control effect; nearly all actives have a fitted effect of over 75% in size; some results filed as inactive show a strong effect at the top dose
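MLSMR compounds (23 nl, pin-transferred) preincubated 10 min at room temperature with a 500nM (2x) first reagent, then RGS4 at 900nM (2x) plus Transcreener GDP mix added; fluorescence polarization (620/688 nm) read before and after 90 min at 30 °C.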
* = called active by the depositor; ? = inconclusive; nt = no result given; [ ] = another dose, or the depositor's remark. Unless noted, calls come from the whole dose curve; as a rule, active = well fitted curve in the direction sought with a large enough effect; inconclusive = small, poorly fitted or top-dose-only effect, or another doubt; inactive = no such curve, though single readings can be large; an effect the other way counts as inactive or inconclusive. These rows are one share of the data; rates above refer to the full screens.

SMILES	GRP78 ERSR act	Vif-APOBEC3F blk	12-LOX inh	D2 antagonist	Vif-APOBEC3G blk	ERG-DNA inh	D2 ag	LDHA inh	RGS4 inh
C=CCSc1nc2ccccc2c(=O)[nH]1	-3%	2%	30%[57.4 µM]	12	-9%	-7%	0.5	-13	5%
O=C(CC1OCC2CCCN2C1=O)Nc1ccc([N+](=O)[O-])cc1 (configuration not stated)	-5%	0%	-22%	11	-1%	-4%	0.2	-9	4%
CC1(C)C(=O)Nc2ccccc2N1C(=O)COC(=O)CCSc1ccccc1	-3%	2%	-34%	14	0%	-5%	0.6	-4	30%
Nc1c(C(=O)NCc2cccs2)nnn1CC(=O)Nc1cccc(F)c1	-2%	-18%	-10%	nt	0%	-4%	3.1	0	-16%
Cc1oc2c(Cl)c(Cl)c(O)c(CN(C)C)c2c1C(=O)c1ccc(Cl)cc1	4%	6%	0%	7	10%	0%	-2.4	4	-11%
CN(C)c1ccc(CNC(=O)c2cnc3sc(N4CCCCCC4)nn3c2=O)cc1	-4%	0%	-16%	nt	2%	2%	-0.4	-8	12%
CCCN1C(=O)C(NC(=O)c2ccncc2)(C(F)(F)F)C2=C1CC(C)(C)CC2=O (configuration not stated)	-2%	-15%	4%	nt	-2%	0%	nt	-9	21%
COCCn1c(C)cc(O)c(C(c2ccccc2)N2CCN(c3ccccc3F)CC2)c1=O (configuration not stated)	-4%	0%	-20%	nt	-1%	1%	nt	0	-25%
CCOC(=O)C1=C[C@@H](C(C)(C)C)N(S(=O)(=O)c2ccc(OC)cc2)[C@H]1c1ccccc1	-6%	nt	10%	nt	-2%	nt	nt	-7	nt
O=C(CCNS(=O)(=O)c1ccccc1F)NC1CCCCCC1	?	2%	-23%	1	2%	-7%	0.7	-10	11%
Cc1cccc(-n2ncc3c(N4CCC(C)CC4)ncnc32)c1	-2%	-1%	-24%	nt	0%	0%	nt	-2	-15%
O=C(CN(c1ccccc1Cl)S(=O)(=O)c1ccccc1)NC1CC2CCC1C2 (configuration not stated)	-9%	0%	-7%	nt	0%	nt	nt	-11	nt
O=C(O)CCc1ccc(-c2ccc(Br)cc2)n1-c1ccc(O)cc1	0%	8%	-27%	-9	-9%	5%	-1.1	10	-34%
CC(=O)Nc1ccc(C(=O)CSc2nnc3ccc4ccccc4n23)cc1	-3%	1%	-20%	nt	-4%	0%	1.8	-3	-8%
C/C(CCC1CC(C)OC1=O)=N/Nc1nc(-c2ccccc2)cs1 (configuration not stated)	-1%	-7%	?	4	-2%	7%	0.0	1	-25%
O=C(CNC(=O)N1CC(=O)Nc2ccccc21)Nc1ccc(Cl)cc1Cl	-2%	-1%	-13%	nt	-3%	nt	nt	-10	nt
CC(C)CCN1C(=O)C2(OCCCO2)c2cc(Cl)ccc21	-5%	5%	25%	8	-7%	-1%	-1.0	0	1%
CN(C)C(C(=O)NC1CCCCC1)c1ccc(Cl)cc1 (configuration not stated)	2%	-7%	-25%	8	-1%	-3%	0.0	-6	29%
O=C1C=C(c2ccc(O)cc2)C[C@@H](c2ccc(Cl)cc2)C1	-3%	-5%	?	-9	-1%	0%	0.1	1	-5%
O=C(Nc1nc2ccccc2s1)c1ccc([N+](=O)[O-])o1	18%	?	-6%	-6	?	-1%	0.0	-5	-2%
CN1/C(=C\C=N\NC(=O)c2ccccc2Br)C(C)(C)c2ccccc21	-1%	11%	15%	-17	-2%	3%	-1.8	-4	4%
CCc1ccc(NC(=O)COC(=O)/C=C/c2c(C)nn(C3CCS(=O)(=O)C3)c2Cl)cc1 (configuration not stated)	2%	-10%	-5%	-2	2%	12%	-0.2	-8	34%
CS(=O)(=O)N(CCc1ccccc1)CC(=O)N1CCN(Cc2ccc3c(c2)OCO3)CC1	-1%	-5%	0%	44*	4%	-6%	-1.5	-16	48%
O=C(COC(=O)/C=C/c1ccccc1Cl)NCc1ccccc1	-1%	-16%	8%	-9	-18%	-2%	-1.4	-3	-8%
CCCCC1CC(CSc2ncn[nH]2)OC1=O (configuration not stated)	-5%	3%	-2%	nt	-1%	-4%	nt	-1	2%
Cc1c(C)c(C)c(S(=O)(=O)Nc2ccc3[nH]c(=O)[nH]c3c2)c(C)c1C	-3%	-12%	15%	-3	-1%	0%	0.4	2	14%
NS(=O)(=O)c1ccc(NC(=S)Nc2ccc(F)c(F)c2)cc1	-5%	-1%	-17%	11	3%	6%	1.3	-7	-9%
C=CC[N+](C)(C)CCCNC(=O)/C=N/O	-2%	-28%	?	62*	2%	8%	-0.6	-16	-8%
O=C(OCc1cn([C@H]2CN(C(=O)C3CCCCC3)[C@@H](c3ccccc3)C[C@@H]2O)nn1)c1ccccc1	-5%	-13%	7%	nt	2%	nt	nt	-22	nt
Cc1ccc(S(=O)(=O)N2[C@@H](c3cccc4ccccc34)C(C(=O)O)=C[C@H]2C(C)(C)C)cc1	-3%	9%	0%	nt	3%	-8%	nt	-4	20%
CCOC(=O)CN(C(=O)CSc1nnc(C)n1-c1ccccc1)c1cccc([N+](=O)[O-])c1	-5%	-2%	1%	7	1%	nt	-0.2	-5	-14%
CC(C)(C)NC(=O)c1ccc2c(c1)C(=O)N(C1CCCCC1)C2=O	6%	-9%	?	-2	-1%	0%	-0.6	0	1%
Cc1ccc2nc(NC(=O)c3ccc4c(c3)OCO4)sc2c1	1%	3%	-21%	-27	1%	nt	-0.5	-1	-28%
CCN(CC)S(=O)(=O)c1ccc2c(c1)c(=O)c(C(=O)N1CCOCC1)cn2C	-4%	-6%	2%	0	-2%	3%	0.5	-4	-17%
CN(C(=O)COC(=O)/C=C/c1cccs1)c1c(N)n(Cc2ccccc2)c(=O)[nH]c1=O	-2%	0%	-15%	5	0%	-2%	-0.3	-8	-25%
O=C(NC1CC1)C1CCN(C(=O)c2ccc(Cl)cc2)CC1	-5%	-7%	0%	4	-3%	-5%	-0.4	-8	3%
C=CCCC(=O)N1C[C@H]2CCN(C)[C@H]2C[C@H]1c1ccccc1	-3%	nt	?	nt	-1%	nt	nt	-2	nt
Cc1ccc(/C=C(\NC(=O)c2ccc(C)cc2)C(=O)NCCCn2ccnc2)cc1	1%	-1%	4%	-20	0%	5%	1.9	-5	6%
O=C(OCCNc1ncc(C(F)(F)F)cc1Cl)c1ccc(S(=O)(=O)N2CCOCC2)cc1	-2%	6%	27%	1	0%	nt	0.4	-4	1%
Cc1cc2c(n1-c1ccc(C(=O)NCc3ccccc3Cl)cc1)CCCC2	-3%	-6%	-4%	nt	-3%	2%	0.6	4	2%
COC(=O)CCC(=O)c1oc2ccccc2c1NC(=O)CCCN1C(=O)c2ccccc2C1=O	-4%	3%	0%[57.4 µM]	-10	1%	6%	0.2	-5	5%
COc1cccc(-n2c(COc3ccc(C)cc3)nnc2SCC(=O)O)c1	0%	-2%	20%	-5	0%	nt	-0.7	4	-10%
COc1ccc(Nc2nc(N(C)c3ccccc3)nc(N)c2[N+](=O)[O-])cc1	1%	?	-2%	-18	-2%	2%	0.2	-9	7%
O=C(CSCc1ccccc1Cl)NCc1ccc(Cl)c(Cl)c1	-1%	-21%	-19%	nt	1%	-3%	1.0	0	7%
C[C@H](NC(=O)[C@@H]1Cc2ccccc2CN1)C(=O)NC[C@H]1CC[C@H](C(=O)O)CC1	1%	-6%	?	4	3%	-5%	0.6	-5	26%
O=S(=O)(c1ccc(Br)cc1)c1cnc2ccccc2n1	-14%	-11%	-19%	14	-10%	-11%	-0.5	-5	-4%
CC(C)c1ccc(S(=O)(=O)N2CCN(C(=O)c3cc(-c4ccccc4)n[nH]3)CC2)cc1	-3%	-1%	465%[activator]	nt	-4%	7%	nt	-9	-9%
CCOC(=O)c1cc(-c2ccccc2)sc1NC(=O)C(C)N1C(=O)NC(C)(c2ccc(Cl)cc2)C1=O (configuration not stated)	-1%	-10%	-18%	-30	1%	-16%	0.6	-5	-22%
O=C(Nc1nnc(SCc2ccccc2)s1)c1cc2c(s1)CCCC2	-2%	-1%	400%[activator]	-23	0%	-16%	-2.2	-3	-26%
COc1ccc(CN(CCC(c2ccccc2)c2ccco2)C(=O)c2ccco2)cc1 (configuration not stated)	-4%	1%	50µM*	-11	1%	-2%	0.6	1	?
CC(C)[C@H]1CC[C@@H](C)C(C(=O)c2ccccc2)C1=O (some centres not stated)	-2%	0%	5%	-8	-3%	-7%	-2.7	2	-10%
O=C(Cn1cnc2c(nnn2Cc2ccccc2)c1=O)NCC1CCCO1 (configuration not stated)	-2%	4%	21%	-1	5%	-8%	0.2	0	-6%
Cc1[nH]c2ccccc2c1/C=N/NC(=O)c1cc(-c2cccs2)[nH]n1	-2%	2%	-3%	-23	-19%	-1%	-1.3	-5	21%
CN1CCN(c2ccc(NC(=S)NC(=O)/C=C/c3ccco3)cc2)CC1	4%	-22%	?	-3	12%	-1%	-4.4	-3	-17%
CCOC(=O)c1c(CSC(=N)N)n(-c2ccc(Br)cc2)c2cc(Br)c(OC(C)=O)cc12	-5%	-13%	-12%	6	-10%	nt	2.5	-8	-5%

From PubChem
